aSyn yeast inh: rescues yeast growth from alpha-synuclein toxicity. Yeast expressing alpha-synuclein, growth rescue, BacTiter-Glo, 24 h. Potency, µM (top dose mostly 46.1 µM), without a hit: at the top dose growth rescue (activation), most hits filed as activators. hit rate 0.14% among 370,000; also: potency is read from the fitted curve at half-maximal effect; % of control where 0% means no effect; nearly all actives have a fitted effect of over 65% in size
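Screening used galactose-induced yeast with toxic alpha-synuclein levels, exposed to compound for 24 hr at 30 deg C. Cell growth, read with BacTiter-Glo luminescence, gave the measured signal.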
EPAC1 antagonist: antagonists of human EPAC1; Potency, µM (top dose mostly 115 µM), inactives show at the highest dose activity change, negative = inhibition, most hits filed as inhibitors; hit rate 0.14% among 360,000; O95398; AID 720709; EPAC1 GEF assay, Rap1b-BODIPY-GDP exchange fluorescence;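 also: potency is read from the fitted curve at half-maximal effect; plate controls were vehicle for no effect and positive control for full effect; nearly all actives have a fitted effect of over 50% in size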
IL2 activator: IL-2 activation; IL-2 activation reporter assay, cell-based qHTS; stimulated with anti-CD3/CD4/CD28 beads; in transgenic mouse T cells; activation, % (series mostly up to about 46 µM); hit rate 0.065% among 360,000; AID 652025; in the data active = activation above about 50%; inconclusive = mostly about 30% to 49%; also: 0% is about no effect
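Quantitative HTS in unstimulated transgenic mouse T cells, with memory T cells as non-tolerant control and PMA/ionomycin as tolerance-bypass control. Compound pretreatment lasted 60 minutes before 18 h bead stimulation; EGFP/DsRed fluorescence read.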
EPAC1 ag: activates human EPAC1 exchange factor; hit rate 0.073% among 360,000; Potency, µM (top dose mostly 154 µM), for the others: at the highest dose activation, most hits filed as activators; EPAC1 agonist qHTS, biochemical assay; response scale: 100% = response to 6.5 mM cAMP; also: potency is read from the fitted curve at half-maximal effect; nearly all actives have a fitted effect of over 60% in size
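Fluorescent GDP-exchange assay: 100 nM EPAC1 with 250 nM Rap1B preloaded with BODIPY-GDP and 50 uM GDP; compounds tested as concentration series, 5 min at room temperature, then read every 5 min for 30 min (ex 480/em 540 nm); normalized to 6.5 mM cAMP.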
FUS yeast rescue: suppressors of FUS proteinopathy in yeast; S. cerevisiae FUS-expressing, growth rescue, OD600, 24 h; Potency, µM (titrated, usually from 76.6 µM), without a hit: top-dose growth rescue (activation), most hits filed as activators; hit rate 0.24% among 390,000; AID 1347120;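 also: potency is read from the fitted curve at half-maximal effect; plate controls were DMSO vehicle for no effect and reference control for full effect; nearly all actives have a fitted effect of over 55% in size; some results filed as inactive show a strong effect at the top dose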
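Toxicity suppression screen in FUS-yeast. Cells induced with 2% galactose, starting OD 0.005, treated 24hr at 30C with compounds at multiple final concentrations; growth by OD600.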
PLK1 PBD block: inhibitors of human PLK1 polo-box domain binding; P53350; Plk1 PBD binding of FITC phosphopeptide, fluorescence polarization; Potency, µM, for inactives: max response, negative = inhibition, most hits filed as inhibitors; hit rate 2.8% among 360,000; also: potency is read from the fitted curve at half-maximal effect; series mostly up to about 57 µM; % is scaled to controls: 0 for no effect and ±100 for the full control effect; nearly all actives have a fitted effect of over 65% in size
PI5P4K alpha inh: inhibitors of human PI5P4K alpha. AID 652105. P48426. PI5P4Kalpha enzyme, ADP-Glo luminescence, 60 min; stronger effect = lower value. max response, %. hit rate 1.2% among 330,000; active = max response of -50% or lower; inconclusive = between -30% and -50%; inactive = -30% or higher; also: value at the top dose of about 77 µM; % is scaled to controls: 0 for no effect and ±100 for the full control effect
Target sequence (P48426 whole entry, looked up): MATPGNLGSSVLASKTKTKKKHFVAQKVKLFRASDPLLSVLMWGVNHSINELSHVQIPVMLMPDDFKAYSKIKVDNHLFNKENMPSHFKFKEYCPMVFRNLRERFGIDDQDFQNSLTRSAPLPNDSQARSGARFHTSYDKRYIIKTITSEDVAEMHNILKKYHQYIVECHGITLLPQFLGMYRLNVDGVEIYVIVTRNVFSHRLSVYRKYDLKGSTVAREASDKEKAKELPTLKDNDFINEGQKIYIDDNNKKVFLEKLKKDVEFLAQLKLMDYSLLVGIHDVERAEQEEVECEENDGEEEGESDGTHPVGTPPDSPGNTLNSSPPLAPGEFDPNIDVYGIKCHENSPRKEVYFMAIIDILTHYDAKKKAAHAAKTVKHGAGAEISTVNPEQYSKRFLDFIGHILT
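Human PI5P4Kalpha with substrate in 0.038 M HEPES pH 7.4, 0.28 mM EGTA, 0.1% CHAPS, 5% DMSO; reaction started with 5 microM ATP (final), 60 min at room temperature. ADP formed read by ADP-Glo luminescence.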
Abeta rescue: compounds reversing amyloid beta toxicity in yeast | Potency, µM (top dose mostly 46.1 µM), for the others: at the highest dose growth rescue, usual class: activators | yeast expressing A-beta42, growth rescue, OD600, 48 h; response scale: 0% DMSO, 100% iron-clioquinol control | hit rate 0.063% among 410,000; also: potency is read from the fitted curve at half-maximal effect; nearly all actives have a fitted effect of over 55% in size
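Yeast growth medium received pinned compounds, then yeast cells expressing toxic A-beta were added; plates incubated at 30 C for 48 hr. Growth read as absorbance at 600 nm, normalized to DMSO and equimolar FeCl3 plus clioquinol controls.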
WRN inhibitor: inhibitors of human WRN helicase | Q14191 | WRN helicase unwinding, fluorescent forked duplex, kinetic | Potency, µM (highest dose often 114 µM), inactives show top-dose activity change, negative = inhibition, most hits filed as inhibitors | hit rate 0.46% among 360,000 | AID 651768; also: potency is read from the fitted curve at half-maximal effect; % is scaled to controls: 0 for no effect and ±100 for the full control effect; nearly all actives have a fitted effect of over 55% in size
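WRN at 20 nM final preincubated with compound 15 min at room temperature; reaction started with 100 nM fluorophore/quencher forked duplex oligonucleotide and 2 mM ATP final. Unwinding followed kinetically by red fluorescence (ex 525, em 598 nm).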
* = called active by the depositor; ? = inconclusive; · = no result given; [ ] = dose if it differs, or a comment. Unless noted, calls follow the shape of the dose curve; as a rule, active = well fitted curve in the direction sought with a large enough effect; inconclusive = small, poorly fitted or top-dose-only effect, or another doubt; inactive = no such curve, though single readings can be large; an effect the other way counts as inactive or inconclusive. Hits appear at their usual frequency; 4.1% or so of the library scored in one or more.

Abbreviations: A = aSyn yeast inh; B = EPAC1 antagonist; C = IL2 activator; D = EPAC1 ag; E = FUS yeast rescue; F = PLK1 PBD block; G = PI5P4K alpha inh; H = Abeta rescue; I = WRN inhibitor
O=C(NCc1ccc(C(F)(F)F)cc1)C1CC(c2ccccc2C(F)(F)F)=NO1 (configuration not stated)
  A: 15.7%	B: -18.2%	C: 0.3	D: -23.6%	E: 27.1%	F: -10.5%	G: 17.5	H: -21.6%	I: -11.6%

O=C(CCC(=O)N1CCN(c2ccc(Cl)c(Cl)c2)CC1)c1ccccc1
  A: 8.8%	B: -17.1%	C: -0.2	D: 5.2%	E: ?	F: -0.4%	G: 0.3	H: ·	I: -4.9%

CC1(C(=O)NCC2CC2)Cc2c(-c3cccc(C(F)(F)F)c3)ccnc2O1 (configuration not stated)
  A: 9.5%	B: -18.3%	C: -0.3	D: -16.5%	E: 10.1%	F: 0.1%	G: 5.7	H: -8.9%	I: 12.2%[57.1 µM]

Cc1[nH]nc2c1C(c1ccc(-c3ccccc3C#N)o1)C(C#N)=C(N)O2 (configuration not stated)
  A: 6.0%	B: -1.6%	C: -3.2	D: 4.2%	E: 34.6%	F: 29.9µM*	G: ·	H: 1.6%	I: -31.5%

COc1ccc(OC)c(Nc2nc(-c3c(C)nc4ncccn34)cs2)c1
  A: 1.4%	B: 2.8%	C: -5.4	D: 7.9%	E: 13.7%	F: -6.8%	G: -5.7	H: 2.2%	I: -20.3%

O=C(CCN1C(=O)COc2ccccc21)N1CCCCC1
  A: -1.6%	B: -8.5%	C: -0.7	D: 7.3%	E: -3.7%	F: -9.8%	G: ·	H: 1.2%	I: -7.2%

CCC(=NNC(=O)c1ccc2c(c1)nc(C)n2CC)c1cc(F)ccc1O
  A: -1.5%	B: -12.2%	C: -4.5	D: 4.1%	E: ·	F: 14.9%	G: -1.0	H: -1.4%	I: ?

CCc1nc2ccc(C(=O)N(C)CC(=O)Nc3ccc(Cl)c(C(F)(F)F)c3)cc2nc1CC
  A: ?	B: ?	C: 0.3	D: -15.2%	E: ?	F: -2.7%	G: 22.6	H: ?	I: -28.3%

COc1cccc(NC(=O)C2CCN(Cc3cnn(-c4ccccc4)c3-n3cccc3)CC2)c1
  A: 4.0%	B: -23.7%	C: -0.7	D: -2.0%	E: 13.5%	F: -1.3%	G: 2.1	H: 15.2%	I: -0.3%

CCOC(=O)CC(=O)Nc1nnc(C(C)C)s1
  A: -1.5%	B: -4.2%	C: 3.2	D: 11.7%	E: -7.4%	F: -3.8%	G: 2.5	H: 18.3%	I: -2.3%

CCc1cccc2c1NC1(CCCC1)CC2C (configuration not stated)
  A: -4.7%	B: -13.1%	C: -0.6	D: 1.4%	E: 36.3%	F: -22.6%	G: -7.1	H: -9.5%	I: -10.8%

COc1ccc(C(=O)N2CCC2(C)C(=O)NC(C)C)c(OC)c1 (configuration not stated)
  A: -9.2%	B: -6.6%	C: 0.8	D: -12.8%	E: 15.2%	F: 8.3%	G: 0.5	H: -4.2%	I: -0.2%

Cc1cc(NC(=O)c2cc3ccccc3o2)no1
  A: 0.4%	B: -21.2%	C: 2.5	D: -4.8%	E: 19.8%	F: ?	G: -25.1	H: -4.5%	I: 0.4%

CC(C)Cn1c(N)c(C(=O)CSc2nncs2)c(=O)n(C)c1=O
  A: 1.6%	B: -17.7%	C: 0.9	D: -3.9%	E: -4.7%	F: 4.6%	G: 1.9	H: 8.8%	I: 0.1%

CCCc1cc(SCC(=O)Nc2c(C)n(C)n(-c3ccccc3)c2=O)n2c(nc3ccccc32)c1C#N
  A: -1.2%	B: -17.3%	C: 1.1	D: 0.0%	E: 12.0%	F: -11.9%	G: 6.0	H: -7.7%	I: 0.0%

COc1cccc(CNC(=O)COC(=O)c2c(NC(C)=O)sc(C)c2C)c1
  A: -4.8%	B: -15.7%	C: 1.4	D: -5.8%	E: 5.9%	F: -8.5%	G: -1.4	H: -4.0%	I: -24.0%

CC(=O)c1cc(C#N)c(NCc2cc(-c3ccccc3)no2)nc1C
  A: 7.0%	B: 2.2%	C: 0.3	D: 12.1%	E: 15.5%	F: -0.5%	G: 0.4	H: -0.4%	I: 1.6%

Cc1ccc(-n2c(=O)[nH]c3c(oc4ccccc43)c2=O)cc1
  A: 2.1%	B: -7.9%	C: 0.3	D: -11.5%	E: 0.6%	F: -2.5%	G: 1.2	H: 7.9%	I: -13.0%

O=c1c2c([nH]c3ccccc13)C(=C1CCCC1)CC2
  A: -24.3%	B: -13.2%	C: -0.4	D: 3.5%	E: 42.9%	F: -13.0%	G: -51.6*	H: -35.6%	I: 50.1µM*

C1CCN=C(Nc2nc3c(s2)CCCC3)CC1
  A: -1.0%	B: -14.0%	C: -2.7	D: -2.8%	E: 26.0%	F: -10.4%	G: ·	H: 5.9%	I: -5.1%

Cc1cc(C(=O)OCC(=O)NCc2ccccc2)c(C)o1
  A: 0.0%	B: 0.7%	C: -3.1	D: -7.9%	E: -19.5%	F: -11.1%	G: 0.2	H: -0.3%	I: -3.1%

CC1CN(C)CCC1OC(=O)c1ccccc1 (configuration not stated)
  A: 2.6%	B: 0.4%	C: -0.1	D: 3.5%	E: -23.7%	F: -5.4%	G: 2.0	H: 2.5%	I: -5.7%

CCOC(=O)C1(C)CCN1C(=O)c1cc(OC)ccc1Br (configuration not stated)
  A: 0.9%	B: 8.5%	C: -0.4	D: 7.7%	E: -19.2%	F: -2.7%	G: -4.0	H: 11.7%	I: 1.8%

Cc1ccc(C)c(NC(=O)CN2C(=O)c3ccccc3C2=O)c1
  A: -4.2%	B: 3.4%	C: 4.1	D: 10.2%	E: 15.7%	F: -9.7%	G: -4.6	H: 1.3%	I: 3.2%

Of the compounds above, these contain a halogen:
Abbreviations: A = aSyn yeast inh; B = EPAC1 antagonist; C = IL2 activator; D = EPAC1 ag; E = FUS yeast rescue; F = PLK1 PBD block; G = PI5P4K alpha inh; H = Abeta rescue; I = WRN inhibitor
O=C(NCc1ccc(C(F)(F)F)cc1)C1CC(c2ccccc2C(F)(F)F)=NO1 (configuration not stated)
  A: 15.7%	B: -18.2%	C: 0.3	D: -23.6%	E: 27.1%	F: -10.5%	G: 17.5	H: -21.6%	I: -11.6%

O=C(CCC(=O)N1CCN(c2ccc(Cl)c(Cl)c2)CC1)c1ccccc1
  A: 8.8%	B: -17.1%	C: -0.2	D: 5.2%	E: ?	F: -0.4%	G: 0.3	H: ·	I: -4.9%

CC1(C(=O)NCC2CC2)Cc2c(-c3cccc(C(F)(F)F)c3)ccnc2O1 (configuration not stated)
  A: 9.5%	B: -18.3%	C: -0.3	D: -16.5%	E: 10.1%	F: 0.1%	G: 5.7	H: -8.9%	I: 12.2%[57.1 µM]

CCC(=NNC(=O)c1ccc2c(c1)nc(C)n2CC)c1cc(F)ccc1O
  A: -1.5%	B: -12.2%	C: -4.5	D: 4.1%	E: ·	F: 14.9%	G: -1.0	H: -1.4%	I: ?

CCc1nc2ccc(C(=O)N(C)CC(=O)Nc3ccc(Cl)c(C(F)(F)F)c3)cc2nc1CC
  A: ?	B: ?	C: 0.3	D: -15.2%	E: ?	F: -2.7%	G: 22.6	H: ?	I: -28.3%

CCOC(=O)C1(C)CCN1C(=O)c1cc(OC)ccc1Br (configuration not stated)
  A: 0.9%	B: 8.5%	C: -0.4	D: 7.7%	E: -19.2%	F: -2.7%	G: -4.0	H: 11.7%	I: 1.8%

Assay outcomes (PubChem BioAssay)
